# Assay outcomes: PubChem, The Scripps Research Institute Molecular Screening Center
# DAX1 inh-1: inhibits human nuclear receptor DAX1 | P51843 | HEK293 Gal4-DAX1 luciferase reporter, luminescence | inhibition, % at 6.75 µM | hit rate 0.99% among 340,000 | AID 504766;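 active = inhibition above the mean over all tested compounds plus 3 SD, cut at about 4.2% in these data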;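 note: 0% = DAX1-transfected cells with DMSO and 100% = empty-vector control cells with DMSO; inhibition shows as a rise in luminescence from relieved DAX1 repression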
# ssDAF-12 act: activates DAF-12 receptor from parasite S. stercoralis | hit rate 1% among 370,000 | HEK293 ssDAF-12/GRIP1 lit1-tk-luc reporter, luminescence; % of 3 µM dafachronic acid response | activation, % at 6.8 µM;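 active = activation above the mean over all tested compounds plus 3 SD, cut at about 0.9% in these data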;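 note: 0% = DMSO-only wells and 100% = 3 µM delta7-dafachronic acid wells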
# ADAM10 inh: inhibits human ADAM10. recombinant ADAM10, EDANS/DABCYL FRET peptide cleavage, 3 h. inhibition, % at 7 µM. hit rate 0.62% among 370,000;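 active = inhibition above a per-campaign cutoff equal to the mean of compounds falling between control-based bounds plus 3 SD, cut at about 20% in these data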;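 note: 0% = DMSO wells while the 100% control is not disclosed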
# PLC-gamma1 inh: PLC-gamma1 (human) inhibition, primary screen. purified PLC-gamma1, fluorogenic substrate, fluorescence. inhibition, % at 12.2 µM. hit rate 0.84% among 370,000. AID 720700. P19174; in the data active = inhibition above about 9.5%
# ADAM17 inh: inhibitors of human ADAM17; inhibition, % at 6.95 µM; AID 720648; hit rate 0.83% among 370,000; P78536; recombinant ADAM17, EDANS/DABCYL FRET peptide cleavage;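 active = inhibition above the mean of compounds lying between control limits plus 3 SD, set per campaign, cut at about 8.5% in these data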;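 note: 0% = DMSO-only wells as the low control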
# hcDAF12 agonist: H. contortus DAF-12 activation, primary screen | HEK293 hcDAF-12 lit1-tk-luc reporter, luminescence; 0% DMSO, 100% Δ7-dafachronic acid | activation, % at 6.8 µM | hit rate 1.4% among 370,000 | AID 652067;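 active = activation above the mean of all tested compounds plus 3 SD, cut at about 5.5% in these data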;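 note: 100% = response to 3 µM Δ7-dafachronic acid high control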
# PLCb3 inh: inhibitors of human phospholipase C beta3; Q01970; hit rate 0.18% among 370,000; inhibition, % at 12.2 µM; Purified PLC-beta3, fluorogenic substrate, fluorescence; AID 720704; in the data active = inhibition above about 11%;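 note: 0% = median of compound wells on plate and 100% = full blocker control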
# Target sequence (Q01970 whole entry, looked up): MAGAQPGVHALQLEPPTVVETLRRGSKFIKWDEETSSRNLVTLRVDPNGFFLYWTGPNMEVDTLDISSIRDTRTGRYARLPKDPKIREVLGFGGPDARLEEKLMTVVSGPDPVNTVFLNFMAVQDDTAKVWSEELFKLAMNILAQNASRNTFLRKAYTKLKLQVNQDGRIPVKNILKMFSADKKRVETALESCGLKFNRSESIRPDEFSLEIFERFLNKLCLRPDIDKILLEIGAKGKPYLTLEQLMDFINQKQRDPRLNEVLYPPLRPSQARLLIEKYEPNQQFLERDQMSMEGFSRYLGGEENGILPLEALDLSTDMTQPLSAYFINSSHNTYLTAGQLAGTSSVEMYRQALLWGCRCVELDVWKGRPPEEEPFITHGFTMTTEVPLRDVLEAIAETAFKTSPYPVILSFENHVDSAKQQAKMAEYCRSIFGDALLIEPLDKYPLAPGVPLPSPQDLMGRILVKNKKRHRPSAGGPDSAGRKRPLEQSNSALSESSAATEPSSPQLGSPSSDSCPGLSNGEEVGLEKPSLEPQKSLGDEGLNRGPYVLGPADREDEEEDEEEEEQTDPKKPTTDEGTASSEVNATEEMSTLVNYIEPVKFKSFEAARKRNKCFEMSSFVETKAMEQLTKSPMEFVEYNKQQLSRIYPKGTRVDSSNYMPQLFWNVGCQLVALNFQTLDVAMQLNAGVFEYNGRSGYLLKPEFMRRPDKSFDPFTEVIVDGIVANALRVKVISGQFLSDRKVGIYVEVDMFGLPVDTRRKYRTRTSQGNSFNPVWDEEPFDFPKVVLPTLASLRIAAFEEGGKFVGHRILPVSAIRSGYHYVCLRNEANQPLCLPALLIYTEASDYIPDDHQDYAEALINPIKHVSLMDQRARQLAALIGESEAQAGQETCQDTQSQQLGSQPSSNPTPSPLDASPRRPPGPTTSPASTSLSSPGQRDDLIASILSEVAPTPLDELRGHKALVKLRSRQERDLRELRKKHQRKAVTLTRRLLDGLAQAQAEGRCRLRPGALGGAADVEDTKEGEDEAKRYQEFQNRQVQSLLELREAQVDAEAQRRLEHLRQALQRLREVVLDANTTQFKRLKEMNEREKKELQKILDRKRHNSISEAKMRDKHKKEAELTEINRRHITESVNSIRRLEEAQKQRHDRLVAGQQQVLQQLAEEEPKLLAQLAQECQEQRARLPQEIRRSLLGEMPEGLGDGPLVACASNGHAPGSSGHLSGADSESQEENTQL
# hgDAF12 agonist: hgDAF-12 agonism, primary luciferase screen | HEK293 GAL4-hgDAF12 UAS-luciferase reporter, agonist luminescence; normalized to butyrate control | AID 687014 | hit rate 1.8% among 370,000 | activation, % at 6.8 µM;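 active = activation above a cutoff set at the mean of all screened compounds plus 3 SD, cut at about 10% in these data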;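 note: 0% = DMSO wells and 100% = sodium butyrate wells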
# GAA850 FXN act: frataxin GAA850 promoter activation | hit rate 0.56% among 360,000 | HEK293 lucGAA850 FXN promoter luciferase reporter, 24 h; percent of 10 µM SAHA response | activation, % at 6 µM;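 active = activation above the average of all compounds screened plus 3 SD, cutoff fixed separately per campaign, cut at about 7.5% in these data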;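 note: 0% = DMSO wells and 100% = 10 µM SAHA wells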
# sPLA2-III inh: Blocks human group III sPLA2 activity. AID 743126. inhibition, % at 12.2 µM. QFRET BODIPY PC-A2 liposome hydrolysis, fluorescence. hit rate 0.56% among 370,000;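 active = inhibition above mean plus 3 SD of compounds lying within the high and low control bounds, cut at about 19% in these data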;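 note: 0% = median of test compound wells and 100% = no enzyme DMSO wells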
# DAX1 inh-2: blocks DAX1 repression of SF-1 activated StAR promoter; HEK293T StAR-luciferase reporter, SF-1/DAX-1 repression relief; inhibition, % at 6.8 µM; hit rate 1.1% among 370,000; AID 652010;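 active = inhibition above the mean over all tested compounds plus 3 SD, cut at about 3.6% in these data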;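 note: 0% = DAX-1 cells with DMSO and 100% = cells lacking DAX-1 with DMSO; higher inhibition means more luminescence from relief of DAX-1 repression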
# * marks the source's active call; other numbers are inactive results; i = inactive; nt = not tested or not shown; & = joins results of further samples; ! = not active in a repeat.
cpd	smiles	GAA850 FXN act	ADAM10 inh	PLC-gamma1 inh	sPLA2-III inh	DAX1 inh-1	ssDAF-12 act	ADAM17 inh	DAX1 inh-2	hcDAF12 agonist	hgDAF12 agonist	PLCb3 inh
1	O=C(CSCc1ccc([N+](=O)[O-])cc1)Nc1ccc(S(=O)(=O)N2CCCCCC2)cc1	1.4	14	2	-16	0.1	-1.0	7	-0.3	2.0	-2.5	2
2	C=CCN(C(=O)CCC(=O)O)C1CC(=O)N(c2ccc(OC)cc2)C1=O (stereo not given)	-0.6	3	4	3	-0.3	-1.4	-1	-0.1	2.1	-1.4	2
3	Cc1ccc(OCCCC(=O)N2CCOCC2)cc1	1.9	0	4	-1	0.8	-0.8	2	0.7	-0.2	5.0	-1
4	CCOC(=O)N1CCN(Cc2nc(-c3cccc(Cl)c3)no2)CC1	2.5	2	2	-2	-0.6	-1.6	-5	-0.5	0.1	-4.2	-8
5	COc1ccccc1-c1cc(C(=O)N2CCN(S(=O)(=O)c3ccc(C)cc3)CC2)[nH]n1	-0.9	-11	2	-3	1.0	-1.9	1	0.2	-2.8	-1.8	1
6	CC1=C2C(CCS2(=O)=O)CC2(C1)C(=O)OC(C)(C)OC2=O (stereo not given)	0.9	-8	0	-2	0.7	-1.0	-4	0.1	-0.9	-2.2	2
7	O=C(Nc1nc(-c2cccnc2)cs1)c1ccccc1[N+](=O)[O-]	1.7	-2	2	5	-0.5	-1.2	-3	-0.4	-0.3	-1.4	4
8	O=C(COC(=O)c1ccncc1)c1ccc(Cl)c(Cl)c1	-0.4	-1	2	0	-0.7	-1.9	0	-0.1	-1.8	-3.4	-4
9	C=CCN1C(=O)CN=C1Nc1cccc(C)c1	-1.2	-14	-1	0	-0.3	-0.3	-5	0.1	-0.4	3.8	-1
10	COc1ccc(NC2c3ccccc3C(=O)N2c2cccnc2)cc1 (stereo not given)	0.4	7	3	6	1.5	-0.7	-2	0.3	-1.4	-1.7	-7
11	COc1ccc(N2CCC(CNS(=O)(=O)c3cccc(C(F)(F)F)c3)C2)cc1 (stereo not given)	-0.1	6	-4	4	1.4	-0.8	1	0.1	-1.7	0.3	-4
12	CCN(Cc1ccncc1)C(=O)c1cccc(S(=O)(=O)N2CCOCC2)c1	-1.3	0	1	-2	2.6	-0.9	-2	0.2	-1.2	-0.1	-1
13	COc1nc(Nc2ccc(OC)c(Cl)c2)nc(OC)n1	2.5	7	2	1	1.4	-1.0	-1	0.4	-1.5	0.3	2
14	O=C1CCCN1C(=O)CSc1nnnn1-c1cccc(F)c1	-0.2	0	3	-2	0.7	-1.2	-3	0.2	-0.2	0.4	2
15	Cc1cc(Nc2ccc(Cl)cc2)n2nnnc2n1	-1.4	-4	-16	5	-1.4	-1.6	-4	-0.5	0.0	-2.5	-17
16	CCCCCCn1c(=O)c(-c2ccccc2)c(O)c2ccccc21	-0.7	-7	-28	-21	-0.3	-1.3	-6	-1.0	-1.6	-0.5	-24
17	C#CCN1C=C(C(=O)OCC)C(C)N(Cc2ccccc2I)S1(=O)=O (stereo not given)	-4.1	4	3	4	-1.7	-0.8	3	-4.5	-1.9	4.2	-6
18	Cc1ccccc1C(=O)NCC(=O)OCC(=O)NNC(=O)c1ccccc1F	0.1	2	2	-4	-0.5	-0.9	-1	1.1	0.3	0.2	-1
19	COc1cc(C(=O)N/N=C/c2ccc(OC(=O)c3cccc(C)c3)cc2)ccc1O	-1.4	15	16*	-11	-0.8	-0.6	0	-0.7	-1.0	-0.3	3
20	Cc1ccccc1NC(=O)Cc1nc(COC(=O)Cc2c(F)cccc2Cl)cs1	1.3	9	-2	-67	0.5	-1.9	4	0.2	-1.4	-1.4	-1
21	COc1cc(NC(=O)c2ccc(C)cc2C)ccc1NC(=O)c1cccs1	0.8	-78	-5	-1	-1.4	-1.2	-28	-0.7	-1.4	1.6	-10
22	CC(OC(=O)c1ccc(Cl)c(S(=O)(=O)N2CCc3ccccc32)c1)C(=O)Nc1ncc(Cl)cc1Cl (stereo not given)	-0.1	-4	-5	-8	0.4	-0.6	1	-0.5	-0.5	1.9	-5
23	O=C(CSc1nc(-c2ccccc2)cs1)Nc1nccs1	-0.8	8	0	3	-0.4	-1.6	1	1.3	-2.4	-1.6	3
24	CCCCNc1c(-c2ccc(SC(C)CC)cc2)nc2ccccn12 (stereo not given)	7.4	i	i	1&13	1.7	2.6*!	-258	5.3*!	6.7*!	11*	i
25	Cc1ccc(C(=O)N/C(=C\c2cn(C)c3ccccc23)C(=O)N2CCOCC2)cc1	-0.3	4	-9	-24	1.8	-1.0	0	-0.2	-0.6	0.9	-18
26	CN(C)c1ccc(/C=N/NC(=O)c2ccc(NC(=O)c3ccccc3)cc2)cc1	0.0	-9	-24	1	0.8	0.3	-2	-0.5	-2.0	2.0	-36
27	CCN(CC)C(=O)C1=C(C)N(CCCN2CCCC2=O)C(=O)C(CC(=O)NCc2cccc3ccccc23)C1 (stereo not given)	-0.8	7	1	2	1.4	-0.9	3	-0.5	0.5	0.7	0
28	C#Cc1ccc([C@H]2C=C(C(=O)OCC=C)O[C@@H](OCC)[C@@H]2CCCO)cc1	1.8	8	0	-3	-0.5	-1.8	-2	-0.2	0.5	-2.8	0
29	CC(C)(Oc1ccc(CCNC(=O)c2ccc(-c3ccccc3)o2)cc1)C(=O)O	-3.3	-14	2	5	2.7	-1.9	-5	0.0	-0.5	-3.3	-3
30	Cc1ccc2c(c1C)NC(=O)C2(O)CC(=O)c1ccc2c(c1)OCO2 (stereo not given)	1.5	-5	1	2	-0.5	-0.4	0	0.2	1.8	2.7	1
31	O=C(/C=C/Nc1ccc(F)cc1)c1cccs1	4.2	7	-12	-13	0.5	1.7*	-2	4.5*	11*	12*	-16
32	Cc1nnc(SCc2ccccc2Cl)n1CC1CCCO1 (stereo not given)	-2.7	0	-2	6	-0.8	-0.7	-1	-0.5	-0.6	1.2	-1
33	Cc1ccc(S(=O)(=O)NCC(=O)NC2CC2)cc1	0.7	-20	0	6	-0.3	-0.8	-7	1.0	0.0	-2.7	-6
34	CCOC(=O)N(Cc1ccccc1)C1CC1	-0.3	2	1	0	1.2	-1.6	0	0.1	0.7	-2.5	-4
35	Cc1oc(-c2cc(F)ccc2F)nc1CN(C)Cc1ccc2nccnc2c1	0.3	1	-3	-2	-1.7	-0.9	-3	-0.1	-0.8	0.1	-3
36	CCC(c1nnc(SCC(=O)Nc2cccc(S(N)(=O)=O)c2)n1Cc1ccccc1)N(C)C (stereo not given)	0.5	3	3	-15	0.1	-1.5	-7	0.2	1.2	-1.3	-9
37	O=C1CCc2cc(S(=O)(=O)N3CCN(c4ccccc4Cl)CC3)ccc2N1	nt	5	3	-5	nt	-1.3	4	-1.3	-3.2	-0.4	-2
38	Cc1ccc(CN(C)C(=O)c2cc(COc3cccc(C(F)(F)F)c3)on2)o1	3.2	-5	-7	-4	0.3	-1.7	-2	-2.5	-0.7	-2.5	-14
39	Cc1nn(Cc2ccc(C(=O)Nc3ccccc3F)cc2)c(C)c1Cl	0.4	-1	0	-7	0.7	-1.9	-2	0.1	-0.2	6.3	0
40	Nc1nc(-c2ccccc2)nc2sc3c(c12)CCCC3	6.5	-50	-47	12	1.6	3.0*	-25	8.3*	21*	18*	-63
41	COc1ccc(C(CNC(=O)c2oc3ccc(F)cc3c2C)N2CCCCC2)cc1 (stereo not given)	-1.6	3	2	2	0.5	-0.5	3	3.4	1.9	0.4	-3
42	CC12CCC(C(=O)NCc3ccccc3)(OC1=O)C2(C)C (stereo not given)	2.3	3	0	1	-0.4	-0.9	-4	-0.7	-0.6	2.9	-2
43	Cc1ccc(-c2cnn3c(N4CCOCC4)cc(C)nc23)cc1	-3.6	-2	-44	3	7.6*	-1.1	2	0.0	3.9	-0.2	-75
44	CCc1nc(SCC(=O)N2CCc3ccccc32)c2oc3ccccc3c2n1	2.3	1	2	-1	-1.5	-0.6	-3	0.4	0.2	-0.7	-4
45	C#CCOCCOCCOCCNc1nc(N2CCOCC2)nc(N2CCN(C(=O)[C@H](CCCCN)n3cc([C@@H](N)CC(C)C)nn3)CC2)n1	-0.1	-3	2	4	1.6	-1.3	-4	0.1	-1.7	-0.1	4

# An excerpt from above in order of their number in ADAM10 inh, falling.
item | molecule | ADAM10 inh
44 | CCc1nc(SCC(=O)N2CCc3ccccc32)c2oc3ccccc3c2n1 | 1
32 | Cc1nnc(SCc2ccccc2Cl)n1CC1CCCO1 (stereo not given) | 0
40 | Nc1nc(-c2ccccc2)nc2sc3c(c12)CCCC3 | -50

# Molecules from the list above containing a nitro group on carbon (2):
cpd	smiles	GAA850 FXN act	ADAM10 inh	PLC-gamma1 inh	sPLA2-III inh	DAX1 inh-1	ssDAF-12 act	ADAM17 inh	DAX1 inh-2	hcDAF12 agonist	hgDAF12 agonist	PLCb3 inh
1	O=C(CSCc1ccc([N+](=O)[O-])cc1)Nc1ccc(S(=O)(=O)N2CCCCCC2)cc1	1.4	14	2	-16	0.1	-1.0	7	-0.3	2.0	-2.5	2
7	O=C(Nc1nc(-c2cccnc2)cs1)c1ccccc1[N+](=O)[O-]	1.7	-2	2	5	-0.5	-1.2	-3	-0.4	-0.3	-1.4	4

# Later entries
cpd	smiles	GAA850 FXN act	ADAM10 inh	PLC-gamma1 inh	sPLA2-III inh	DAX1 inh-1	ssDAF-12 act	ADAM17 inh	DAX1 inh-2	hcDAF12 agonist	hgDAF12 agonist	PLCb3 inh
46	CCC(Br)C(=O)Nc1ccc(OC)cc1 (stereo not given)	1.1	0	-1	6	-0.6	-1.1	0	-0.9	-1.1	2.5	0
47	O=C(O)CCN=C1CCCc2ccccc2N1	3.3	6	2	2	0.0	-1.2	0	0.2	-0.3	2.1	3
48	CCOc1ccc2nc(N(CCN(CC)CC)C(=O)c3cccc([N+](=O)[O-])c3)sc2c1	0.1	-4	-1	8	0.4	-1.1	-5	0.3	-0.4	-3.7	-9
49	Cc1ccc(S(=O)(=O)Nc2cccc(C(=O)NCCN3CCOCC3)c2)cc1F	0.6	-7	-1	5	-1.1	-0.9	1	-1.8	2.7	-0.3	-7
50	O=C(NC1CCCC1)c1cccc(S(=O)(=O)N2CCOCC2)c1	2.7	-9	4	-3	-0.2	-1.4	6	1.8	-0.3	-0.5	-2
51	COc1ccc(C(=O)COC(=O)c2ccc(OC)c(OC)c2)cc1OC	3.0	2	6	-1	0.1	-1.2	4	-0.8	-1.8	-0.3	5
52	Cn1cc([N+](=O)[O-])c(C(=O)N/N=C/c2ccncc2)n1	-1.8	-8	3	0	-0.4	-1.3	2	-0.1	-1.2	-0.7	-7
53	CCN(CC)S(=O)(=O)c1ccc(S(=O)(=O)Nc2c(C)nn(C)c2C)cc1	-1.3	-3	0	4	-3.8	-1.8	-1	-3.8	-2.4	-3.9	-1
54	CCOC(=O)[C@]12CCC=C1N(Cc1cccc3ccccc13)C(=O)[C@H](CC(=O)NCC1CCCCC1)C2	nt	4	0	-17	nt	-0.4	2	0.8	-1.6	0.7	-1
